Source: PubChem BioAssay (National Center for Advancing Translational Sciences (NCATS))
EPAC2 antag = blocks human EPAC2 exchange factor; Q8WZA2; EPAC2 GEF exchange of Rap1B-BODIPY-GDP, fluorescence; Potency, µM (top dose mostly 114 µM), inactives show at the highest dose activity, negative = inhibition, most hits filed as inhibitors; 360,000 compounds, 0.18% hits; AID 720708; further: on the % scale 0 is the no-effect control and ±100 the full control effect; nearly all actives have a fitted effect of over 45% in size; many of its hits are not listed in these tables
Target sequence (Q8WZA2 whole entry, looked up): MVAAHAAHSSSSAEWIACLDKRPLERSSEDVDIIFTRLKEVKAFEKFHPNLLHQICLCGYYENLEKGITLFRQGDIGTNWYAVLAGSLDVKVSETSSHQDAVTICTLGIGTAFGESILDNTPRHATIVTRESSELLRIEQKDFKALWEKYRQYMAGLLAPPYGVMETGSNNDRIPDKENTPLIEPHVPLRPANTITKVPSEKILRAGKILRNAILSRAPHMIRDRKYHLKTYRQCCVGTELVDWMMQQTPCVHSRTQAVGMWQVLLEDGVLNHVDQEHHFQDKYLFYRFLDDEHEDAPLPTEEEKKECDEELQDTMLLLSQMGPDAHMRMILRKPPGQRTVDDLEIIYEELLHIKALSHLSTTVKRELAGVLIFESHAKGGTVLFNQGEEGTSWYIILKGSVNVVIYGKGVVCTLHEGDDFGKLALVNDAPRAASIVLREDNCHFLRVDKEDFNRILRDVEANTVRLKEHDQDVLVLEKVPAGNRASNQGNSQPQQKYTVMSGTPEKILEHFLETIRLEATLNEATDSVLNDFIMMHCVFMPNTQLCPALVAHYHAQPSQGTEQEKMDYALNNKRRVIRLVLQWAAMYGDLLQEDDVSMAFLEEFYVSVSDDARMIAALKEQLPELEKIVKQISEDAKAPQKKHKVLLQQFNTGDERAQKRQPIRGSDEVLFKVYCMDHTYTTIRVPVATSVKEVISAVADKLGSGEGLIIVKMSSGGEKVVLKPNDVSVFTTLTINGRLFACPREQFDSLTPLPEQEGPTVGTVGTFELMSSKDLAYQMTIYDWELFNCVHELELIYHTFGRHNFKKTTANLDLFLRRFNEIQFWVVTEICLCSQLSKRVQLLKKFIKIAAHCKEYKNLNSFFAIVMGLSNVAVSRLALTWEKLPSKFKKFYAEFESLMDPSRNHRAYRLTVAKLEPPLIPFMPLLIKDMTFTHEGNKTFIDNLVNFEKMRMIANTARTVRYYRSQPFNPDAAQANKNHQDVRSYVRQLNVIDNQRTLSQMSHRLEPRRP
MCF10A rereplic = induces DNA re-replication in MCF 10a normal breast cells; MCF 10A DNA re-replication, Hoechst nuclear intensity, 48 h; Potency, µM (highest dose often 46.1 µM), without a hit: top-dose activity, positive = re-replication, usual class: activators; 350,000 compounds, 2.9% hits; AID 624296; further: % of control where 0% means no effect; nearly all actives have a fitted effect of over 50% in size
Nrf2 ARE act = Nrf2 pathway activation; 410,000 compounds, 0.31% hits; Potency, µM (highest dose often 46.1 µM), for the others: at the top dose activation, most hits filed as activators; AREc32 ARE-luciferase reporter (MCF7-derived line), luminescence, 24 h; further: % of control where 0% means no effect; nearly all actives have a fitted effect of over 65% in size
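AREc32_Fluc, 1000 cells/well, OPTI-MEM + 5% FBS, o/n 37 deg C 5% CO2; 23 nL cpd by pin tool, 24 hr; Steady-Glo 30 min RT, luminescence.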
ATXN2 expr inh = reduces ATXN2 reporter expression in HEK-293 cells. HEK-293 ATXN2-luciferase reporter, luminescence, 24 h. Potency, µM (highest dose often 57 µM), without a hit: at the top dose activity change, negative = inhibition, actives largely listed as inhibitors. 360,000 compounds, 0.72% hits. AID 1745845; further: on the % scale 0 is the no-effect control and ±100 the full control effect; nearly all actives have a fitted effect of over 55% in size
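ATXN2-luciferase reporter cells (luciferase flanked by upstream and downstream ATXN2 gene portions) were treated 24 h at 37 °C with compounds at up to 57 uM. SteadyGlo luminescence gave expression; GF-AFC fluorescence gave viability.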
HepG2 tox = HepG2 cytotoxicity, counter-screen for TGF-b inhibitors | Potency, µM (highest dose often 46.1 µM), for the others: at the top dose activity change, negative = cytotoxicity, hits mostly cytotoxic | 410,000 compounds, 0.76% hits | HepG2 CAGA-GFP viability, ATP luminescence, 18 h | AID 588856; further: some results filed as inactive show a strong effect at the top dose
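CellTiter-Glo luminescence gave cytotoxicity after 18 hours at 37 degrees C. The cells were HepG2 CAGA-GFP in 1% FBS DMEM, stimulated with 500 pg/mL TGF-beta after compound addition. %Activity was normalised to no-cell wells (complete cell-killing) and DMSO (no toxicity), and curves were fitted and classified.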
ATXN viability = viability counter-screen for ATXN expression inhibitors; Potency, µM (top dose mostly 56.7 µM), hits mostly cytotoxic; 400,000 compounds, 0.49% hits; S2 cells (HEK-293 line with an ATXN2-luciferase reporter) viability, CellTiter-Fluor protease fluorescence, 24 h; further: nearly all actives have a fitted effect of over 40% in size
A549 tox = counter-screen for Nrf2 inhibitors: cytotoxicity in A549 cells | Potency, µM (series often up to 46 µM), without a hit: at the highest dose activity change, negative = cytotoxicity, hits mostly inhibitors | A549 ARE-Fluc cells, CellTiter-Fluor viability, 18-24 h | 390,000 compounds, 0.16% hits | AID 504648; further: on the % scale 0 is the no-effect control and ±100 the full control effect
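A549 ARE-Fluc cells in 5% FBS OPTI-MEM, 5000 cells/well, rested 2 h then exposed to compounds in concentration-response for 18-24 h at 37 °C. Viability by CellTiter-Fluor fluorescence (Ex 405/Em 525) after 30 min; luciferase luminescence (BugLite, 15 min, RT) read afterwards.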
TGFb SMAD3 inh = inhibitors of TGF-b signaling | HepG2 CAGA-GFP TGF-b/SMAD3 reporter, GFP fluorescence, 18 h; TGF-beta stimulated, 500 pg/mL final | Potency, µM (top dose mostly 46.1 µM), inactives show top-dose activity, negative = inhibition, most hits filed as inhibitors | 410,000 compounds, 1.2% hits | AID 588855; further: on the % scale 0 is the no-effect control and ±100 the full control effect; nearly all actives have a fitted effect of over 65% in size
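TGF-beta reporter screen: HEPG2 CAGA-GFP, 1% FBS, 500 pg/mL TGF-beta final, 18 h; per-cell GFP summed per well; curves fitted and categorized by class.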
Nrf2 inh = blocks Nrf2 signaling; A549 ARE-Fluc reporter, luciferase luminescence, 18-24 h; Potency, µM (top dose mostly 46 µM), for the others: top-dose activity change, negative = inhibition, actives largely listed as inhibitors; 360,000 compounds, 2.1% hits; further: on the % scale 0 is the no-effect control and ±100 the full control effect; nearly all actives have a fitted effect of over 60% in size
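Two sequential reads on A549 ARE_Fluc cells exposed to compound for 18-24 h: a CellTiter-Fluor fluorescence read for viability, then a luciferase luminescence read for Nrf2/ARE activity.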
Active calls of the source: *; i = inactive; ? = inconclusive; . = no result given; & = joins results of further samples; [ ] = remark or other dose. The call rests on the fitted dose curve; in most records, active means well fitted curve in the direction sought with a large enough effect; inconclusive means small, poorly fitted or top-dose-only effect, or another doubt; inactive means no such curve, though single readings can be large; an effect the other way counts as inactive or inconclusive. Potency means the concentration at half of the fitted maximal effect.

SMILES	EPAC2 antag	MCF10A rereplic	Nrf2 ARE act	ATXN2 expr inh	HepG2 tox	ATXN viability	A549 tox	TGFb SMAD3 inh	Nrf2 inh
Oc1ccc(/C=N/Nc2ccc(Cl)nn2)cc1O	2%	-1%	?	.	-42%	i	-6%	-21%	?
Cc1ccc(S(=O)(=O)NC(=O)NCCCCNC(=O)NS(=O)(=O)c2ccc(C)cc2)cc1	4%	-2%	0.1%	-12%	-7%	i	0%	17%	23%
Cc1ccc(C(CC(=O)Nc2ccc(C)cc2C)N2Cc3ccccc3C2=O)cc1 (configuration not stated)	.	.	-0.8%	?	-2%	i	?	?	?
COc1cccc(C(=O)C2CCCN(Cc3cccn3-c3ccccn3)C2)c1 (configuration not stated)	2%	-2%	0.1%	-22%[11.3 µM]	-18%	i	2%	8%	-9%
CCC(C)C(NC(=O)OC(C)(C)C)C(=O)NC(CC(C)C)C(N)=O (configuration not stated)	18%	-5%	1.8%	-14%	-6%	i	-9%	6%	7%
CCOC(=O)N1CCC(NC(=O)CN(C)S(=O)(=O)c2cc3c(cc2Cl)NC(=O)CO3)CC1	15%	2%	-0.4%	-12%	0%	i	2%	-3%	5%
O=C(Nc1nc2cc3c(cc2s1)OCO3)C1CCCCC1	1%	10%	0.0%	34%[activator]	-5%	i	0%	-4%	?
O=C(NCc1csc(-c2ccccc2)n1)c1cc(F)cc2c1OCOC2	-7%	-16%	4.9%	15%	-16%	i	2%	-16%	?
Cc1cccc([C@H]2[C@@H]3C=CC[C@@H](C)[C@@H]3C(=O)N2Cc2ccccc2)c1	?	?	9.7%	-24%	-15%	i	7%	?	2%
O=C(Nc1ccccc1)N1CCN2C(=O)c3ccccc3C12c1ccccc1 (configuration not stated)	0%	23%	-1.0%	-7%	-19%	i	-11%	2%	-16%
CCc1ccc(C2NC(c3ccc(CC)cc3)C([N+](=O)[O-])C(C)(C)C2[N+](=O)[O-])cc1 (configuration not stated)	-2%	12%	0.1%	6%	-27%	i	-5%	-2%	5%
C=CCNC(=S)Nc1sc2c(c1C(N)=O)CCCC2	1%	?	8.0%	-3%	11µM*	i	-5%	-23%	9%
Cc1noc(C)c1S(=O)(=O)N(C)C[C@H]1Oc2c(NC(=O)NC3CCCCC3)cccc2C(=O)N([C@H](C)CO)C[C@@H]1C	-12%	-7%	-0.5%	-1%	-4%	?	-16%	?	0%
COc1ccc(CCN2C(=O)NC(NC(=O)c3ccccc3OC)(C(F)(F)F)C2=O)cc1OC (configuration not stated)	.	.	0.7%	-2%	-11%	i	-1%	-13%	-20%
Cc1cc2c(ncn2C)c(NS(=O)(=O)c2ccc(F)cc2)c1C	-4%	-11%	2.6%	3%	3%	i	-4%	-1%	-3%
COc1ccc(NC(=O)/C(Cl)=C(/Cl)S(=O)(=O)Cc2ccc(C)cc2)cn1	-6%	?	?	7.1µM*	5.6µM*	8.9µM*	?	?	.
O=C(c1ccccc1)c1ccc(OCC(=O)N2CCOCC2)cc1	-2%	?	-0.7%	-10%	-1%	i	-1%	8%	10%
Cc1ccc(S(=O)(=O)Oc2ccc(/C=C3/C(=N)N4C(=NC3=O)SN=C4S(C)(=O)=O)cc2)cc1	?	-1%	0.9%	.	21%	i	-1%	27%	2%
C/C(=N/Nc1ccc(C)cc1)C1(C)N(O)C(C)(C)C(c2ccco2)=[N+]1[O-] (configuration not stated)	2%	18%	0.0%	-20%	0%	i	0%	-7%	2%
C[C@H]1CN([C@@H](C)CO)C(=O)CCCn2cc(nn2)CO[C@@H]1CN(C)S(=O)(=O)c1ccc(Oc2ccccc2)cc1	1%	.	2.1%	7%	-13%	i	.	12%	.

Reprinted from the part before: 6 entries; new compounds follow.
SMILES	EPAC2 antag	MCF10A rereplic	Nrf2 ARE act	ATXN2 expr inh	HepG2 tox	ATXN viability	A549 tox	TGFb SMAD3 inh	Nrf2 inh
Cc1cc2c(ncn2C)c(NS(=O)(=O)c2ccc(F)cc2)c1C	-4%	-11%	2.6%	3%	3%	i	-4%	-1%	-3%
COc1ccc(NC(=O)/C(Cl)=C(/Cl)S(=O)(=O)Cc2ccc(C)cc2)cn1	-6%	?	?	7.1µM*	5.6µM*	8.9µM*	?	?	.
O=C(c1ccccc1)c1ccc(OCC(=O)N2CCOCC2)cc1	-2%	?	-0.7%	-10%	-1%	i	-1%	8%	10%
Cc1ccc(S(=O)(=O)Oc2ccc(/C=C3/C(=N)N4C(=NC3=O)SN=C4S(C)(=O)=O)cc2)cc1	?	-1%	0.9%	.	21%	i	-1%	27%	2%
C/C(=N/Nc1ccc(C)cc1)C1(C)N(O)C(C)(C)C(c2ccco2)=[N+]1[O-] (configuration not stated)	2%	18%	0.0%	-20%	0%	i	0%	-7%	2%
C[C@H]1CN([C@@H](C)CO)C(=O)CCCn2cc(nn2)CO[C@@H]1CN(C)S(=O)(=O)c1ccc(Oc2ccccc2)cc1	1%	.	2.1%	7%	-13%	i	.	12%	.
CCC/C=N/Nc1nnc(Cc2ccc(OC)c(OC)c2)c(=O)[nH]1	5%	0%	0.5%	7%	-16%	i	1%	4%	-3%
c1ccc(CSc2ccc(-c3cccs3)nn2)nc1	-4%	10%	3.7%	28%	-12%	i	3%	11%	?
C/C(=N\N1CCCCC1)c1ccccc1O	2%	0%	-1.0%	.	3%	i	1%	24%	5%
COc1ccc(C2CC(C(F)(F)F)n3nc(C(=O)NCCCn4ccnc4)cc3N2)cc1OC (configuration not stated)	-6%	-3%	0.7%	1%	-15%	i	22%	11%	?
Cc1ccc(S(=O)(=O)N2CCC(C(=O)N[C@@H](C)C(=O)NCc3ccco3)CC2)cc1	2%	-1%	-0.5%	1%	-2%	?	-3%	-8%	-2%
COc1cccc(CNC(=O)Cn2ccc3cc(S(=O)(=O)N4CCCC4)ccc32)c1OC	0%	-1%	0.3%&4.9%	-13%&-11%	-5%&-22%	i	0%&-1%	-9%&-19%	0%&-2%
Cc1ccc(S(=O)(=O)Nc2ccccc2C(N)=O)cc1	0%	11%	1.3%	0%	-14%	i	0%	17%	-3%
O=C(c1ccc(N2C(=O)C3CC=C(Cl)CC3C2=O)cc1)N1CCOCC1 (configuration not stated)	-2%	-1%	0.1%	-2%	-2%	i	-1%	11%	-8%
O=[N+]([O-])c1ccc(N2CCN(Cc3cccc([N+](=O)[O-])c3)CC2)cc1	0%	-3%	1.2%[9.22 µM]	?	-18%	i	?	-12%	21µM*
COc1ccc(NS(=O)(=O)c2ccc(Br)s2)cc1OC	5%	6%	-0.3%	3%	-15%	i	4%	-5%	?
Cc1cc(C)c(S(=O)(=O)N2CCN(c3ccc([N+](=O)[O-])c(NCC4CCCO4)c3)CC2)c(C)c1 (configuration not stated)	10%	-10%	-0.6%	3%	-7%	i	?	14%	3%
COc1ccc2cc(-c3cc(C(=O)O)c4ccccc4n3)ccc2c1	5%	25%	-2.0%	?	-57%	i	-12%	-3%	?
Cc1cccc(N2CCN(c3nc4ccc(Cl)cc4n4cnnc34)CC2)c1C	3%	1%	0.3%	5%	-73%	i	-7%	?	7%
O=C(NC1CCCCC1)c1ccc2c(c1)N(Cc1ccccc1Cl)C(=O)c1ccccc1S2	.	.	0.1%	.	-10%	.	4%	?	.
COc1ccc(/C=N/n2cnnc2)cc1Oc1nc(Cl)ncc1F	7%	2%	-0.5%	6%	-6%	?	-10%	-19%	-15%
Cc1cc(OCC(=O)NCC(C)C)cc(C)c1Br	-4%	?	0.2%	1%	-31%	i	-1%	1%	-17%
CN1CCN(C(=O)C2=C[C@@H](c3csc4ccccc34)C[C@@H](OCc3ccc(CO)cc3)O2)CC1	7%	6%	-0.8%	-8%	-7%	i	-10%	-29%	2%
O=C1CC(=O)N(c2cccc(F)c2)N1	3%	2%	0.1%	-4%	-10%	i	2%	1%	-5%
COc1cc(C(CCN2CCCC2)c2c(OC)cc(OC)c3ccc(=O)oc23)cc(OC)c1OC (configuration not stated)	0%	32%	0.1%	11%	3%&-1%	?	-10%&-12%	3%&16%	19%&2%
CC1(C(=O)NS(=O)(=O)c2cccc(F)c2)CCN1C(=O)Cc1ccc(Cl)cc1Cl (configuration not stated)	19%	.	0.2%	-4%	-22%	i	.	-10%	.
O=C1C=C(c2ccc(F)cc2OCc2ccccc2)C[C@@H](c2ccc(F)cc2)C1	-26%	-24%	4.9%	-19%	5%	i	1%	-24%	?
CC(=O)OCCN(CCCn1c(-c2ccncc2)nc2ccccc21)c1nc(CN2CCCCC2)cs1	3%	-21%	1.3%	2%	2%	i	-12%	1%	9%
O=C(Cn1c(=O)c2cccn2c2ccccc21)NCCc1ccc(Cl)cc1	13%	0%	2.4%	-1%	-9%	i	4%	0%	-2%
COC(=O)/C=C/C1=CN(Cc2ccccc2)CCC1=O	-13%	-20%	0.8%	-2%	5%	i	-10%	6%	0%
CN(C)S(=O)(=O)c1cccc(NC(=O)c2ccc(N3CCOCC3)c([N+](=O)[O-])c2)c1	6%	?	0.7%	-13%	-7%	i	-2%	3%	?
COCCN(Cc1cc2cc3c(cc2nc1Cl)OCO3)C(=O)Nc1ccc(OC)cc1	12%	3%	3.4%	.	5%	i	-7%	-3%	7.3µM*
CC(OC(=O)c1cccc(S(=O)(=O)N2CCCCCC2)c1)C(=O)Nc1ccc(S(N)(=O)=O)cc1 (configuration not stated)	-11%	-2%	-0.3%	-2%	0%	i	3%	18%	-9%
COCc1nc(-c2cc(Br)ccc2OC)no1	2%	-3%	2.6%	1%	-9%	i	1%	-4%	.
CCNc1nc(NCc2ccccc2)nc(SCC(=O)Nc2ccccc2)n1	-14%	1%	3.5%	-10%	-14%	i	-16%	?	23µM*
O=C(CSc1nnc(-c2ccncc2)n1CC1CCCO1)Nc1nccs1 (configuration not stated)	-6%	2%	-0.1%	2%	7%	i	-5%	20%	4%
CCOc1ccccc1OCCCC(=O)Nc1ccc(OC)nc1	1%	-2%	-0.1%	0%	4%	i	2%	-8%	0%
CCCCn1c(N)c(N(CC(C)C)C(=O)c2oc3ccc(Br)cc3c2C)c(=O)[nH]c1=O	5%	-5%	-0.2%	1%	-19%	i	-17%	-29%	-5%

An excerpt; rates above refer to the full screens.
